Bioassay records as filed in PubChem BioAssay.
thrombin 1536: human alpha-thrombin inhibitors, primary screen, counter-screen for coagulation protease inhibitor project, biochemical, 1536-well, fluorogenic AMC substrate; Boc-VPR-AMC fluorogenic substrate cleavage; Prothrombin (Homo sapiens), P00734; inhibition, % at 5 µM; AID 1046, 2008; actives 0.26% (n = 220,000);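 active = inhibition at or above 40%; inactive = inhibition below 40%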;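 note: 0% = enzyme with no compound and 100% = wells without enzyme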
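System: Human alpha-thrombin protein | Medium: pH 7.5 Tris (50 mM) with NaCl 150 mM, Tween 20 0.05% | Times: Enzyme reaction carried out at room temperature | Detection: AMC fluorescence, 355/460 nm | Evaluation: Percent inhibition scaled between no-compound controls and no-enzyme blanks | Benchmarks: Enzyme without compound as high, wells lacking enzyme as low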
KCC2 mod: KCC2 cotransporter modulators, thallium flux, primary screen, cell-based, HEK293 KCC2, FluoZin-2 fluorescence, MLSMR | AID 1456, 2008 | actives 2.2% (n = 190,000) | B-score of Tl+ flux slope (higher = more flux/activation; lower = inhibition) at 10 µM | KCC2 cells, thallium flux FluoZin-2 fluorescence;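 active = thallium flux slope and its plate-corrected score both differing from the plate sample mean at a set confidence after two filtering rounds, in either direction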;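 note: slope of fluorescence scaled to starting intensity during 10 to 20 s after thallium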
FXIIa inh 1536: human FXIIa protease inhibitors, primary screen, biochemical, 1536-well | purified FXIIa, Boc-QGR-AMC fluorogenic substrate, 2 h | actives 0.3% (n = 220,000) | inhibition, % at 5 µM; in the data active = inhibition above about 40%;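 note: 0% = enzyme with no compound and 100% = blank without enzyme; many of its hits are not listed in these tables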
Wee1 degr inh: Wee1 degradation inhibitors, primary screen, cell-based, HeLa, Wee1K328M-luciferase, luminescence | Wee1-like protein kinase (Homo sapiens), P30291 | reporter increase, % at 5 µM | AID 1321, 2008 | HeLa Luc-Wee1K328M stability; 100% = proteasome inhibitor MG132 effect | actives 1.2% (n = 220,000);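 active = activation above the mean of all tested compounds plus 3 SD, set per screening run, cut at about 8.8% in these data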;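 note: cells exposed to compound for 20 h before luminescence read; 0% = DMSO alone and 100% = MG132 at 30 µM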
FXIa inh 1536: human FXIa protease inhibitors, primary screen, biochemical, 1536-well. Coagulation factor XI (Homo sapiens), P03951. purified FXIa, Boc-Glu-Ala-Arg-AMC fluorogenic substrate. inhibition, % at 5 µM. actives 0.14% (n = 220,000). AID 798, 2007;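 active = inhibition of at least 40%; inactive = inhibition below 40%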;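 note: fluorescence of freed AMC excited at 355 nm; 0% = enzyme without compound and 100% = no enzyme blank; many of its hits are not listed in these tables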
p97 ATPase inh: inhibitors of human p97 ATPase, primary screen, biochemical | Transitional endoplasmic reticulum ATPase (Homo sapiens), P55072 | recombinant p97 ATPase, Kinase-Glo ATP luminescence, 3 h | inhibition, % at 8 µM | actives 0.42% (n = 220,000); in the data active = inhibition above about 15%;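 note: 0% = DMSO vehicle and 100% = wells lacking enzyme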
Target sequence (P55072 whole entry, looked up): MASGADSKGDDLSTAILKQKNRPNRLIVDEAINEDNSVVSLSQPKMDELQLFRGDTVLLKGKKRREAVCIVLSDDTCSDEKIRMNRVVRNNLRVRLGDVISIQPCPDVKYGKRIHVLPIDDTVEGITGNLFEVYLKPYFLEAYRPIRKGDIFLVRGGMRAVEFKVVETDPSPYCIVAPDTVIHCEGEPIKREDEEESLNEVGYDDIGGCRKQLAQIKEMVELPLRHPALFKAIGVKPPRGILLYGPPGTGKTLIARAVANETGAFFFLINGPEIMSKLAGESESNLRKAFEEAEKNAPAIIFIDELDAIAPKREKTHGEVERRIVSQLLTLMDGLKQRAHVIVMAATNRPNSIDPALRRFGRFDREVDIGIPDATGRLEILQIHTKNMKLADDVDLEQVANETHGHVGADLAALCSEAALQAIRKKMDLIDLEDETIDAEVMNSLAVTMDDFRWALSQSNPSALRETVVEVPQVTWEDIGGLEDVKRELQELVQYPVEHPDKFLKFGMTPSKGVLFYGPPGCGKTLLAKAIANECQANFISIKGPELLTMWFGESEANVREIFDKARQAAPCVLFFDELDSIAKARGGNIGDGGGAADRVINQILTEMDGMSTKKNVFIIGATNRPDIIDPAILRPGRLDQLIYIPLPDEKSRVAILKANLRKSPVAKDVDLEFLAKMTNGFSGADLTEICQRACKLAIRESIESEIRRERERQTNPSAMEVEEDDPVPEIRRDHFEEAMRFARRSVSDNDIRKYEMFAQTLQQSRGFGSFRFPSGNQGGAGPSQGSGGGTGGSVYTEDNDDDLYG
Furin inhibitor: human furin inhibitors, primary screen, biochemical, fluorescence intensity; purified furin, fluorogenic substrate cleavage; P09958; inhibition, % at 30 µM; actives 0.061% (n = 220,000); AID 463115, 2010; in the data active = inhibition above about 25%; note: inactives centre near -15
hK5 inh: human KLK5 protease inhibitors, primary screen, biochemical, 1536-well. inhibition, % at 5 µM. Kallikrein-5 (Homo sapiens), Q9Y337. recombinant hK5, fluorogenic AMC substrate cleavage. actives 0.59% (n = 210,000);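 active = inhibition of 40% or more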;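 note: 0% = enzyme controls without compound and 100% = no-enzyme blanks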
Target sequence (Q9Y337 67-293 limits assumed): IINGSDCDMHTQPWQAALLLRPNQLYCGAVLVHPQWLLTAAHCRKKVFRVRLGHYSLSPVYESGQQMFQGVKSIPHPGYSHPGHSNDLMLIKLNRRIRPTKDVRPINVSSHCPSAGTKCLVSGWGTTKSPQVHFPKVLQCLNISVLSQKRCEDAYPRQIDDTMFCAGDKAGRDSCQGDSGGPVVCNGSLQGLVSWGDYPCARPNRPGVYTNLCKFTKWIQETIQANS
PERK inh: block of dimerizer-induced PERK translation repression, primary screen, PERK inhibitor project, CHO PERK-DD cells, SEAP luminescence, HTS; AID 1416, 2008; Eukaryotic translation initiation factor 2-alpha kinase 3 (Homo sapiens), Q9NZJ5; CHO PERK-DD fusion, SEAP luminescence translation reporter; actives 0.17% (n = 220,000); inhibition, % at 5.6 µM;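 active = inhibition above the mean inhibition of all tested compounds plus 3 SD, set separately per screening campaign, cut at about 2.9% in these data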;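 note: PERK kinase domain activated by AP20187 dimerizer at 100 nM; 0% = DMSO with dimerizer and 100% = rapamycin at 8.4 µM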
The depositor's hits bear a star; / = no result given; [ ] = dose if it differs, or a comment.

Each structure is followed by: thrombin 1536, KCC2 mod, FXIIa inh 1536, Wee1 degr inh, FXIa inh 1536, p97 ATPase inh, Furin inhibitor, hK5 inh, PERK inh
(1) CN1CCN(c2ccc(NC(=O)c3sc4ccccc4c3Cl)cc2)CC1
    -14, 0.087, -7, 8, -4, 6, -16, -8, 0.3
(2) Cc1ccc(-c2nnn(CC(=O)N(CCN3CCOCC3)C(C(=O)NC3CCCC3)c3ccncc3)n2)o1 (centres undefined)
    -10, 0.76, 4, -1, -3, 4, -32, -1, 0.3
(3) COc1ccc(C(=O)N(CCCO)C(C)C(=O)NC2CCCCC2)cc1OC (centres undefined)
    -1, 0.84, 7, 0, 1, 0, -33, -12, 0.8
(4) COc1cc(/C=C/C(=O)OCC(=O)NCCC2=CCCCC2)ccc1O
    3, -0.54, 1, -2, -1, 0, -28, -16, 0.5
(5) COc1ccc(N(C(=O)c2ccc(Br)o2)C2C=CS(=O)(=O)C2)c(OC)c1 (centres undefined)
    2, -0.61, 4, -3, -2, 0, -11, -10, 1.6
(6) N#Cc1c(N2CCOCC2)nsc1-c1ccc(C(F)(F)F)cc1
    -6, -0.94, 6, 3, -1, -1, -8, -2, 1.4
(7) CN1CCN(c2ccc(Cl)cc2NC(=O)c2ccc(S(=O)(=O)N(C)C)cc2)CC1
    2, 0.11, 9, 1, 4, -1, -12[20 µM], -12, -1.8
(8) O=C(CSc1nn(-c2ccc(F)cc2)c(=S)s1)NC1CCS(=O)(=O)C1 (centres undefined)
    -1, 0.013, 7, 1, -6, -1, -21, -7, -0.7
(9) CC(CCc1ccccc1)NC(=O)CSc1nc(N)cc(N)n1 (centres undefined)
    -3, /, 13, -1, 6, -1, -15[20 µM], -5, 1.2
(10) O=C(c1ccco1)N1C2C=CC(C2)C1(C(F)(F)F)C(F)(F)F (centres undefined)
    0, /, 15, 0, -13, 0, -30, 7, 0.6
(11) CN1CCN(c2nc(-c3cccs3)nc3ccccc23)CC1
    1, 0.087, 13, 6, 7, 3, -7, -8, -0.1
(12) CC(C)(C)C1CCc2onc(C(=O)Nc3cnn(Cc4ccc(F)cc4)c3)c2C1 (centres undefined)
    2, -0.0097, 18, -1, 4, 8, 14[20 µM], 3, 0.4
(13) CC(=O)N1CCC2(CC1)C(C#N)=C(N)Oc1n[nH]c(C(F)(F)F)c12
    -6, -0.54, 0, 1, -11, 4, -10[20 µM], 5, 1.7
(14) Cc1nn(-c2ccccc2)c(Cl)c1C(=O)NC1CCCCC1
    -5, /, 6, -1, -3, 2, -11, 7, 1.1
(15) O=C(CSc1ncnc2ccccc12)Nc1cccc(S(=O)(=O)N2CCCC2)c1
    -11, -2.4, 5, 0, 0, 3, -8, -4, 1.4

Ordered by the number under Furin inhibitor (lowest first): 3 of the compounds above.
cpd | SMILES | KCC2 mod | FXIIa inh 1536 | Wee1 degr inh | FXIa inh 1536 | p97 ATPase inh | Furin inhibitor | hK5 inh | PERK inh
3 | COc1ccc(C(=O)N(CCCO)C(C)C(=O)NC2CCCCC2)cc1OC (centres undefined) | 0.84 | 7 | 0 | 1 | 0 | -33 | -12 | 0.8
1 | CN1CCN(c2ccc(NC(=O)c3sc4ccccc4c3Cl)cc2)CC1 | 0.087 | -7 | 8 | -4 | 6 | -16 | -8 | 0.3
5 | COc1ccc(N(C(=O)c2ccc(Br)o2)C2C=CS(=O)(=O)C2)c(OC)c1 (centres undefined) | -0.61 | 4 | -3 | -2 | 0 | -11 | -10 | 1.6

(continued)
Each structure is followed by: thrombin 1536, KCC2 mod, FXIIa inh 1536, Wee1 degr inh, FXIa inh 1536, p97 ATPase inh, Furin inhibitor, hK5 inh, PERK inh
(16) COc1ccc2nc(-n3c(O)c(C4=c5ccccc5=NC4=O)[nH]c3=S)sc2c1
    -5, 0.01, 9, 0, -1, -4, 1, -53, 0.0
(17) CC(=O)Nc1ccc2c(c1)nc1n2CCN(C(C)c2ccccc2)C1 (centres undefined)
    -1, 0.23, 7, -1, -1, 3, -32, 4, 2.0
(18) O=C(O)C1CC=CCC1C(=O)N1CCCC1 (centres undefined)
    -2, 0.96, -37, 3, -1, 4, -20, 3, 2.1
(19) Cc1cc(NC(=O)CSc2ccc3nnc(-c4ccccn4)n3n2)no1
    0, 0.5, 6, 3, 2, 4, -26, -1, 1.3
(20) CCCN(CCC)C1CC(=O)N(Cc2ccccc2)C1=O (centres undefined)
    -2, 0.37, -1, -3, -1, 3, 2, -28, 0.3
(21) CC(C)(C)NC(=O)CC(c1ccccc1)c1ccccc1O (centres undefined)
    -3, -0.71, 7, -1, -4, -1, -12[20 µM], -12, 0.7
(22) NC(=O)COC(=O)c1cc(S(=O)(=O)N2CCOCC2)ccc1N1CCCCC1
    0, /, 18, -2, 30, 1, -29, -5, 0.9
(23) O=C(O)CCNC(=O)CCCn1nnc2ccccc2c1=O
    2, 0.2, 8, 9.5*, -5, 10, -23, 3, 1.5
(24) COc1ccc2c(CSc3nc4nc(C)cc(C)n4n3)cc(=O)oc2c1
    0, -0.1, 9, -1, -6, -1, -11, -24, -0.8
(25) CCN1CCN(C(=S)NC(CC(=O)c2ccccc2)c2ccccc2)CC1 (centres undefined)
    -6, -1.2, 2, 3, -5, 0, -18, -3, -2.4
(26) CCCCCc1cc(=O)oc2c(C(CCN3CCCCC3)c3ccc4c(c3)OCO4)c(OC)cc(OC)c12 (centres undefined)
    0, 0.14, 9, /, -2, /, -19, 2, /
(27) CC(C)CCNC(=O)CCCOc1cc(=O)n(C)c2ccccc12
    3, -1.5, 9, 2, 0, 4, -20, -10, 0.2
(28) CCCSc1nc(C)nc2c1c(=O)n(C)c(=O)n2C
    -4, /, 4, -4, 5, -2, -31, -22, 0.7
(29) Cc1cc(OCCCn2cnc3ccccc3c2=O)ccc1[N+](=O)[O-]
    -9, -0.019, 6, 2, -1, -2, -1, -15, -0.4
(30) CCc1cc(-c2n[nH]c(=S)n2N)n(C)n1
    -6, 0.32, -3, 0, -1, 1, -10[20 µM], -4, 0.3

Pulled by structure from the list above, 2 records:
Each structure is followed by: thrombin 1536, KCC2 mod, FXIIa inh 1536, Wee1 degr inh, FXIa inh 1536, p97 ATPase inh, Furin inhibitor, hK5 inh, PERK inh
(1) CN1CCN(c2ccc(NC(=O)c3sc4ccccc4c3Cl)cc2)CC1
    -14, 0.087, -7, 8, -4, 6, -16, -8, 0.3
(15) O=C(CSc1ncnc2ccccc12)Nc1cccc(S(=O)(=O)N2CCCC2)c1
    -11, -2.4, 5, 0, 0, 3, -8, -4, 1.4

(further entries)
Each structure is followed by: thrombin 1536, KCC2 mod, FXIIa inh 1536, Wee1 degr inh, FXIa inh 1536, p97 ATPase inh, Furin inhibitor, hK5 inh, PERK inh
(31) CC(=O)Nc1ccccc1C(=O)C(=O)Nc1ccc(F)cc1
    -5, 0.32, 6, 3, -4, 3, -20[20 µM], 2, 0.8
(32) CCCC(c1nnnn1Cc1ccc(F)cc1)N1CCN(C)CC1 (centres undefined)
    18, -0.09, 13, 0, 11, -1, -8, 18, -0.3
(33) COc1ccc(Cc2noc(CN(C)CCc3ccccc3)n2)cc1OC
    -12, -0.36, 5, -1, 4, 0, -10, 1, -1.1
(34) CCOC(=O)Cn1c2ccc(F)cc2c2nc(C)sc21
    -14, 0.88, 3, -1, -6, 0, -16, 0, 0.6
(35) CCC1CCCCN1C(=O)CCCOc1ccccc1 (centres undefined)
    1, /, 7, 0, -3, -5, -8[20 µM], -9, -1.6
(36) CN(CCOC(=O)c1cccc(F)c1)Cc1ccccc1
    -3, 0.19, 10, 3, 3, -2, -9, -17, 0.3
(37) CCOC(=O)N1CCN(C(=O)Cc2ccc(-n3c(=O)[nH]c4ccccc4c3=O)cc2)CC1
    3, /, 14, -1, 4, 2, -18, -3, 0.8
(38) CCn1nc(C)c(NC(=O)/C=C/c2cnn(C)c2C)c1C
    4, 1.4, 23, 0, 18, -2, -4[20 µM], -10, 0.8
(39) O=C(NC(=S)Nc1cccc2c(O)cccc12)c1cccc(Br)c1
    4, 1.5, 7, -1, -2, 9, -20, -4, 0.9
(40) CC(C)N(Cc1ccccc1)C(=O)c1ccc2nsnc2c1
    -5, -0.018, -1, -2, -6, -4, -10, 20, -0.2
(41) COC(=O)[C@H](C)NC(=O)Nc1cccc(C(F)(F)F)c1
    -14, 0.0038, -6, -2, -7, 2, -5[20 µM], -3, 0.8
(42) COc1cc([N+](=O)[O-])ccc1-c1ccc(/C=N/NC(=O)OC(C)(C)C)o1
    2, -0.31, 7, 1, 2, 6, -8, 2, -1.2
(43) Cc1onc(-c2c(Cl)cccc2Cl)c1C(=O)N1CCc2ccccc2C1
    2, -0.93, 21, -1, 3, 3, -14[20 µM], -2, -0.7
(44) COC(=O)c1c(C)[nH]c(C)c1-c1ccccc1
    -1, -0.66, 12, 2, 5, -5, -5, 16, 0.5
(45) CN1CCN(C2=CC(=O)OC23CCCCC3)CC1
    1, -0.23, 12, -2, 3, 5, -23[20 µM], -9, 1.1

Going on with the list:
Each structure is followed by: thrombin 1536, KCC2 mod, FXIIa inh 1536, Wee1 degr inh, FXIa inh 1536, p97 ATPase inh, Furin inhibitor, hK5 inh, PERK inh
(46) O=C(COC(=O)C1CCC1)NCc1ccccc1Cl
    -2, -0.051, -2, 3, -9, 2, -28, -7, 0.8
(47) COc1ccc(-c2c(C)nn3c(-c4ccccc4)cc(C)nc23)cc1
    -8, 0.92, 11, 8, -1, -3, -10, 0, -0.2
(48) CCCCCCCCc1c(O)nc(-n2[nH]c(C)c(CCO)c2=O)[nH]c1=O
    -2, -0.98, 6, -2, -1, 1, -29, -7, 1.6
(49) O=C(CCCc1nc2ccccc2s1)Nc1ccccc1
    -6, -1.4, 14, 1, 2, 5, -33, 9, 0.8
(50) CCOc1ccccc1NC(=O)CCS(=O)(=O)c1cccc2nonc12
    -2, 0.18, 15, -2, 1, -5, -4, -3, -1.1
(51) Cc1ccc([N+](=O)[O-])cc1NC(=O)CN(C(=O)c1ccc(Cl)cc1)C1CCCCC1
    -4, 0.12, 15, 2, 2, 2, -12[20 µM], 13, -0.2
(52) COc1ccc(C(=O)O)cc1N1C(=O)Nc2ccccc2N1O
    -2, 0.035, 4, 1, -3, 9, -11, -1, 0.9
(53) O=C(CCC(=O)NNC(=O)Nc1cccc(Cl)c1)NCc1ccccc1
    -7, -0.036, 5, -4, 7, 10, -14, -5, 0.5
(54) Cc1ccc(N)c(C(=O)CCCCC(=O)O)c1
    3, -0.39, 14, -2, 8, 2, -4, -1, 1.1
(55) Cc1ccc(Nc2cc(C)nn2-c2nc(C)cc(=O)[nH]2)cc1
    -1, /, 2, 129*, -1, 2, 8, -248, 2.4
(56) CCCC(=O)Nc1ccc(C(=O)Nc2nnc(COCC)s2)cc1
    20, 1.1, 23, -3, 18, 0, -8[20 µM], 37, -0.8
(57) O=c1sc2ccccc2c(N2CCCCC2)c1[N+](=O)[O-]
    -1, -0.015, 8, 2, 0, 5, -15, /, 1.5
